Screening data deposited in PubChem BioAssay by several laboratories.
GALR2 antag: blocks the human galanin receptor 2. O43603. GALR2-expressing cells, antagonist mode. inhibition, % at 4 µM. 140,000 tested, 0.39% active; in the data active = inhibition above about 27%;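 also: cells stimulated with galanin 1-16 at roughly its EC80; 0% = agonist challenge control and 100% = basal control without agonist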
Target sequence (O43603 whole entry, looked up): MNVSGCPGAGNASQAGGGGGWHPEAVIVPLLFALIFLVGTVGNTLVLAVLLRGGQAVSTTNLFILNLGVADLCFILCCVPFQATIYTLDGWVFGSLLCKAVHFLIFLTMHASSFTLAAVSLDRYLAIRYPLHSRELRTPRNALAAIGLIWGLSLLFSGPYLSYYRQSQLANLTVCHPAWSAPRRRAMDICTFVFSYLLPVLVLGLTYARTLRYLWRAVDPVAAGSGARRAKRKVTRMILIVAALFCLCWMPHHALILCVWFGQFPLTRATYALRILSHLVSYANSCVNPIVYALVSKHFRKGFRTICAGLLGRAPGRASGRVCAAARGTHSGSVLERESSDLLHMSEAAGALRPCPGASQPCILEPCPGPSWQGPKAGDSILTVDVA
NPY-Y2 antag: NPY-Y2 (human) receptor antagonism; P49146; NPY-Y2 expressing cells, antagonist mode; inhibition, % at 2.7 µM; 140,000 tested, 0.99% active; in the data active = inhibition above about 17%;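 also: 0% = vehicle with agonist challenge and 100% = reference antagonist with challenge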
Target sequence (P49146 whole entry, looked up): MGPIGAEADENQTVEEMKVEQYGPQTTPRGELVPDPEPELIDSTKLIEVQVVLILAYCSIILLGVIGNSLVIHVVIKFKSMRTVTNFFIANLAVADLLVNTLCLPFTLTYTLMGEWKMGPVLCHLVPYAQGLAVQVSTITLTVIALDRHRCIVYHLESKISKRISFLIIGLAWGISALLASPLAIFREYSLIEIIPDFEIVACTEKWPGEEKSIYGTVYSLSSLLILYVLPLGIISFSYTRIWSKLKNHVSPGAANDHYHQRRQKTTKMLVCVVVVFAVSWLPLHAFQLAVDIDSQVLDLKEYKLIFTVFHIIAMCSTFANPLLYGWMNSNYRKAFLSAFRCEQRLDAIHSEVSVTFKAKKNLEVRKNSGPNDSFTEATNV
BB579 growth dn: reduces growth of yeast BB579 in restrictive medium; S. cerevisiae BB579 growth, OD615, 48 h; inhibition, % at 10 µM; 140,000 tested, 0.51% active;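 active = inhibition above a set limit, 3 SD over the mean compound inhibition, cut at about 44% in these data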; also: inactives centre near -24
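System: Saccharomyces cerevisiae DeaD strain BB579, replicative lifespan model yeast. Buffer or medium: restrictive glucose-based CSMM-D medium. Doses: one dose, 10 µM compound with 0.25% DMSO. Timing: 4 h preincubation and 48 h exposure at 30 °C. Detection: turbidity as optical density at 615 nm. Benchmarks: amphotericin B 10 µg/mL, positive.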
MRP1 act: MRP-1 activation | 140,000 tested, 0.61% active | H69AR cells + doxorubicin, viability rescue, CellTiter-Glo | viability increase, % at 10 µM | AID 799;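 active = viability gain under doxorubicin at or above a set limit, the compound median plus 3 SD, cut at about 4.7% in these data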;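 also: MRP-1 overexpressing cells given doxorubicin 25 µM after compound pretreatment; 18-22 h compound pretreatment then 72 h with doxorubicin before readout; 0% = doxorubicin-only wells and 100% = vehicle-treated cells without doxorubicin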
Phagocytosis inh: macrophage phagocytosis inhibition. 110,000 tested, 0.07% active. AID 1029. inhibition, % at 5 µM. J774A.1 macrophage IgG-bead phagocytosis, imaging;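 active = inhibition above the mean of the plate negative controls plus 5 SD, cut at about 13% in these data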;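 also: phagocytic index as fraction of beads internalized from green versus red external bead signal; plate controls were DMSO negative control for no effect and cytochalasin-D positive control for full effect; some results beyond the cut were filed as inactive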
PTEN del growth: growth suppressors of cells with PTEN tumor suppressor deletion | 140,000 tested, 1.2% active | AID 827 | HCT116 PTEN-null viability, CellTiter-Glo, 60 h; hits give low values | viability, % at 10 µM;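 active = viability at or below a set limit, 4 SD under the median of all tested compounds, cut at about 3.7% in these data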;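 also: PTEN knockout HCT116 line with beta catenin targeted HCT116 as companion control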
Measles CPE: protection of cells from measles virus | Measles virus-infected cells, CPE protection, absorbance | protection (pct of control), % at 4 µM | 140,000 tested, 1.5% active | AID 841; in the data active = protection mostly above about 24%, no sharp cut-off; inactive = mostly below about 26%; also: some compounds called inactive have numbers as strong as hits
E-sel TNF inh: blocks E-selectin expression induced by TNF alpha. HUVEC TNFa-induced E-selectin immunofluorescence, high content. inhibition, % at 2 µM. 120,000 tested, 0.71% active. AID 1246;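 active = inhibition above the batch mean plus 3 SD, and confirmed as a hit on visual image review, cut at about 43% in these data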;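 also: 0% = TNF-stimulated DMSO wells and 100% = unstimulated control wells; not every result past the cut was called active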
bCat KO growth: beta-catenin-lacking colon tumor cell growth suppression. HCT116 beta-catenin knockout viability, CellTiter-Glo, 60 h; hits give low values. viability, % at 10 µM. 140,000 tested, 1.5% active. AID 818;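 active = viability at or under a set limit, the compound median less 4 SD, cut at about 6% in these data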;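 also: 0% = Hyamine 1622 control at 20 µM and 100% = untreated cell control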
Yeast lifespan up: extends the lifespan of yeast; inhibition of the nicotinamide effect, % at 10 µM; 130,000 tested, 0.68% active; S. cerevisiae growth with nicotinamide, OD615; deaD strain in restrictive glucose medium;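 active = inhibition above a set limit, placed 3 SD over the median of all compounds, cut at about 26% in these data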;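 also: 0% = nicotinamide-treated wells and 100% = cells grown without nicotinamide; some compounds called inactive have numbers as strong as hits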
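System: DeaD-strain S. cerevisiae / Buffer or medium: CSMM-D, restrictive glucose (dextrose) synthetic minimal medium / Probe or stimulus: nicotinamide, 1.5 mM, co-present with compound / Compound: one concentration, 10 µM, DMSO 0.25% / Incubation: 48 h compound exposure at 30 °C, humidified / Technique: optical density (absorbance) at 615 nm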
* marks the source's active call; other numbers are inactive results; x = no result given. Compounds as they come; overall some 6.2% were active at least once.

nr | Molecule | GALR2 antag | NPY-Y2 antag | BB579 growth dn | MRP1 act | Phagocytosis inh | PTEN del growth | Measles CPE | E-sel TNF inh | bCat KO growth | Yeast lifespan up
1 | COc1ccccc1OCc1nc(-c2ccc([N+](=O)[O-])cc2)no1 | -1 | 7 | -13 | 0.8 | x | 101 | 2 | 31 | 103 | -4
2 | CC(=O)c1ccc(OC(=O)C2CC(=O)N(c3cccc(C)c3)C2)cc1 (stereo not given) | -10 | 2 | -9 | 0.0 | -2 | 94 | 4 | -23 | 98 | -9
3 | O/N=C/c1ccc(OCc2ccccc2)c(Br)c1 | 1 | 4 | 45* | -1.4 | -1 | 99 | 42* | 10 | 97 | -11
4 | Cc1cccc(NC(=O)C2C3C=CC(C4CC34)C2C(=O)O)c1 (stereo not given) | 1 | 0 | -17 | 0.1 | x | 95 | 49* | 19 | 96 | x
5 | N#CCCN/N=C(\Cc1nc2ccccc2[nH]1)c1ccccc1 | 18 | 1 | -2 | -1.7 | -1 | 97 | 25 | 23 | 99 | 14
6 | N#CC1=C(N)OC2=C(C(=O)CC(c3ccccc3)C2)C1c1cccnc1 (stereo not given) | -10 | 0 | -33 | -2.2 | 1 | 94 | 9 | 4 | 98 | 2
7 | CCn1ccc(C(=O)NC2=NCCS2)n1 | 2 | -1 | -37 | -1.1 | 0 | 97 | 14 | x | 104 | 2
8 | Cc1ccc(NCC(=O)c2ccccc2)cc1Cl | 4 | 1 | -46 | -0.9 | 0 | 82 | 25 | 18 | 92 | -20
9 | CCC(Sc1ncccc1C(=O)O)C(=O)N1CCCC1 (stereo not given) | -6 | 1 | -27 | -1.1 | x | 101 | 31 | -14 | 93 | -2
10 | CC(O)C(C(=O)OCc1ccc([N+](=O)[O-])cc1)N1C(=O)c2ccccc2C1=O (stereo not given) | -3 | 0 | -16 | -1.6 | 2 | 94 | 9 | 9 | 84 | 13
11 | Cc1cccc2cc(CN(Cc3ccc4c(c3)OCO4)Cc3nnnn3C3CCCC3)c(=O)[nH]c12 | -14 | 0 | -1 | 0.5 | -2 | 59 | 6 | x | 68 | -9
12 | Cc1nn(-c2ccccc2)c(Cl)c1C(=O)NCc1cccs1 | -3 | 2 | -12 | -1.8 | -1 | 88 | 8 | x | 90 | -1
13 | Cc1ccc(/C=N/n2c(-c3cccnc3)n[nH]c2=S)s1 | -14 | 1 | -43 | -2.6 | 1 | 90 | 7 | x | 92 | 1
14 | O=C(CSc1nccn1-c1ccccc1)c1ccc(Cl)cc1 | 1 | 5 | -58 | 0.6 | x | 103 | 3 | -3 | 96 | -2
15 | CCc1ccc(NC(=O)N(CCCOC(C)C)C2CCN(C(C)=O)CC2)cc1 | 7 | -1 | -25 | -1.5 | 0 | 93 | 19 | x | 94 | -1
16 | CCN(CCCNC(=O)C1CCN(S(=O)(=O)CC)CC1)c1cccc(C)c1 | 4 | -2 | -34 | -3.4 | 1 | 91 | 2 | -3 | 93 | -33
17 | C=C(C)Cn1c(SCCCO)nc2c1c(=O)[nH]c(=O)n2C | 5 | 6 | 7 | 0.5 | -1 | 99 | 12 | -7 | 100 | -10
18 | CCCCOc1ccc(C(O)(CCC)CCN2CCOCC2)cc1 (stereo not given) | 6 | 5 | -42 | -1.6 | -3 | 76 | 7 | -1 | 64 | 4
19 | COc1cc(/C=C2/SC(=S)N(c3ccccc3)C2=O)ccc1Oc1nc(N2CCOCC2)nc(N2CCOCC2)n1 | 12 | -1 | -44 | 0.9 | -17 | 80 | 22 | x | 88 | -1
20 | Cc1ccc(C)c(SCC(=O)Nc2cc(C)nn2-c2ccc(F)cc2)c1 | 1 | 7 | -9 | -3.5 | -10 | 77 | 10 | x | 92 | 1
21 | CC(=O)c1cc(F)c(N2CCOCC2)cc1C | 2 | 7 | -11 | -2.0 | x | 95 | 19 | 1 | 90 | -8
22 | Cc1ccc2[nH]c3c(N4CCOCC4)ncnc3c2c1 | 8 | 2 | -58 | -2.9 | 0 | 74 | 13 | 8 | 71 | -24
23 | CCOC(=O)c1ccc(NC(=O)CCC2COc3ccccc3O2)cc1 (stereo not given) | -7 | 2 | -20 | -0.6 | x | 102 | 4 | -16 | 99 | -24
24 | Cc1cc(=O)oc2cc(OCC3CC(c4ccc(Br)cc4)=NO3)ccc12 (stereo not given) | 6 | 1 | -40 | -0.2 | x | 71 | 3 | -8 | 76 | -8
25 | COC(=O)N/N=C/c1ccc(-c2ccc(C)c(Cl)c2)o1 | 4 | 4 | -26 | 7.5* | -9 | 92 | 10 | 26 | 85 | -5
26 | CC1CCC(=NNc2ccc(C(F)(F)F)cc2[N+](=O)[O-])CC1 (stereo not given) | -3 | 1 | -15 | 0.9 | x | 86 | 4 | 22 | 89 | -7
27 | CSc1cccc(NC(=O)Nc2ccccc2)c1 | 16 | 1 | -48 | -3.9 | 0 | 56 | 4 | 47 | 77 | -25
28 | Cc1ccc(C)c(NC(=O)c2ccc(OC(=O)c3ccco3)cc2)c1 | -6 | 1 | -37 | -0.8 | 0 | 89 | 4 | x | 82 | -16
29 | Cc1ccnc(NC(=S)NC(=O)c2cccs2)c1 | -2 | 2 | -6 | -3.2 | -3 | 84 | 26 | x | 81 | -9
30 | O=C(Nc1ccccc1C(=O)NC1CCCCC1)c1ccco1 | -19 | 8 | -21 | -2.6 | x | 82 | 6 | -5 | 93 | x
31 | O=C1c2ccccc2NC(c2cnc3ccccc3n2)N1O (stereo not given) | -1 | 4 | -43 | 0.1 | -1 | 78 | 22 | x | 76 | 57*
32 | COc1ccccc1C1(CCNS(=O)(=O)c2ccc(C)cc2)CCOC(C(C)C)C1 (stereo not given) | -9 | 7 | -33 | -2.2 | -11 | 27 | 11 | x | 38 | 2
33 | CCN(CC)CCNC(=O)Cn1nc(Cc2cccnc2)c2ccccc2c1=O | -8 | 1 | 3 | 0.3 | 0 | 90 | 13 | x | 98 | -4
34 | O=C(c1ccccc1)c1c[nH]c(C(=O)NCCCn2ccnc2)c1 | 3 | 0 | -28 | -2.9 | x | 96 | 7 | -25 | 98 | -4
35 | CCCN1CCN(C(=S)Nc2ccccc2C(F)(F)F)CC1 | -18 | 1 | -26 | 1.0 | -5 | 89 | 28 | x | 79 | 10
36 | Cc1ccc(C(=O)OC2CCS(=O)(=O)c3sccc32)cc1 (stereo not given) | -7 | 1 | -9 | -1.5 | -1 | 88 | 6 | 9 | 97 | 1
37 | COc1ccc(OC)c(C2C(C(=O)Nc3ccc(F)cc3)=C(C)Nc3nc(CCCO)nn32)c1 (stereo not given) | 2 | 3 | -7 | -2.3 | 0 | 88 | 12 | -16 | 88 | -11
38 | CN(CC(=O)Nc1ccccc1Br)Cc1nc2ccccc2c(=O)[nH]1 | 2 | 3 | -16 | -3.7 | -1 | 79 | 8 | -9 | 93 | -7
39 | COCCn1cnnc1SCC(=O)c1ccc(S(=O)(=O)N2CCCC2)cc1 | -1 | -2 | -15 | -2.7 | 0 | 94 | 19 | -69 | 93 | -6
40 | Cc1nn(Cc2ccccc2)c2c1C(c1ccco1)C(C#N)=C(N)O2 (stereo not given) | -9 | -3 | 10 | -3.7 | 5 | 90 | 2 | 10 | 89 | 9
41 | Cc1ccc(SCC(=O)NCCC2=CCCCC2)cc1 | 4 | 6 | -43 | -5.0 | 1 | 75 | 20 | 22 | 70 | -12
42 | CCOC(=O)C1=C(C)NC(=S)NC1c1cccs1 (stereo not given) | -5 | 1 | -14 | -1.2 | -5 | 83 | 12 | x | 85 | -3
43 | CC(C)(C)c1ccc(C(=O)NNC(=O)C(=O)N2CCCCC2)cc1 | 6 | -1 | -75 | -1.4 | x | 92 | 24 | x | 96 | -13
44 | C=CCn1cc(-c2cccc(Cl)c2)cc(C#N)c1=O | 3 | 4 | -37 | -0.9 | -1 | 93 | 8 | -7 | 90 | 0
45 | CC1S/C(=C(\C#N)C(=O)NCc2ccco2)N(Cc2ccco2)C1=O (stereo not given) | 2 | 2 | -30 | -3.5 | 0 | 82 | 10 | -36 | 81 | -8
46 | N#CC1=C(N)Oc2n[nH]c(-c3cccs3)c2C1c1ccco1 (stereo not given) | -4 | 4 | -26 | 0.2 | 2 | 98 | 20 | 10 | 102 | 33
47 | CCOC(=O)C1CCN(c2cc(=O)n(C3CCCCC3)c(=O)[nH]2)CC1 | 2 | 3 | -38 | -2.3 | 0 | 108 | 14 | -5 | 98 | -9
48 | CCCN(CCC)S(=O)(=O)c1ccc(C(=O)OCCN2C(=O)c3cccc4c(N5CCOCC5)ccc(c34)C2=O)cc1 | 13 | 1 | -25 | -2.1 | 1 | 58 | 12 | -19 | 63 | 6
49 | CCN(C(=O)CN1CCN(c2ccccc2)CC1)c1c(N)n(Cc2ccccc2)c(=O)[nH]c1=O | 11 | 3 | -15 | -0.8 | 0 | 90 | 20 | 50 | 87 | 6
50 | Oc1cccc(C=NCc2ccccc2)c1 | -9 | 0 | -38 | -0.5 | x | 92 | 14 | -1 | 92 | -3
51 | CN1[C@@H](CC(=O)c2ccccc2)CCC[C@H]1C[C@H](O)c1ccccc1 | 5 | 3 | -32 | -1.1 | x | 94 | 4 | x | 91 | 9
52 | Cc1cccc(N2CCN(C(=O)c3cc4n(n3)C(C(F)(F)F)CC(c3ccco3)N4)CC2)c1C (stereo not given) | 0 | 2 | -31 | -6.5 | 0 | 3.5* | 5 | 10 | 2.2* | -11
53 | Cn1ccnc1C(=O)c1cc(=O)c2ccccc2o1 | -6 | 0 | -44 | -0.9 | 0 | 96 | 3 | -23 | 90 | -11
54 | COC(=O)C1=C(C)Nc2c(c(=O)n(C)c(=O)n2C)C1c1ccncc1 (stereo not given) | -6 | 2 | 7 | -1.0 | 2 | 96 | 4 | x | 94 | 0
55 | C(=N\N1CCN(Cc2ccccc2)CC1)/c1cccnc1 | 4 | -2 | -3 | -1.3 | -9 | 95 | 2 | x | 91 | -7
56 | O=C(CSc1nnc(-c2ccccc2Cl)o1)Oc1ccc(Br)cc1 | -3 | 5 | -11 | -1.9 | x | 0.7* | 20 | 17 | 0.9* | x
57 | O=C(OCCN1CCCC1=O)c1cncc(Br)c1 | -6 | 0 | -7 | -0.3 | 0 | 114 | 5 | 5 | 108 | 3
58 | CN1C(=O)CC(C(=O)Nc2ccc(F)cc2)SC1=Nc1ccc2c(c1)OCO2 (stereo not given) | -11 | -1 | -19 | 0.1 | 0 | 83 | 2 | -37 | 89 | -4
59 | Cc1nnc(N/N=C/c2cc([N+](=O)[O-])c(N3CCC(C)CC3)cc2N2CCC(C)CC2)n1N | -8 | -4 | 3 | -0.5 | 0 | 18 | 16 | 30 | 19 | -25
60 | CCOC(=O)c1nn(-c2ccccc2C)c(=O)c(C#N)c1C | -14 | 1 | -38 | 0.1 | -1 | 95 | 8 | 18 | 98 | 1
